# MCF10A rerep: DNA re-replication induction in MCF 10a cells. MCF 10A DNA re-replication, Hoechst nuclear intensity, 48 h. Potency, µM (titrated, usually from 46.1 µM), for the others: at the top dose activity, positive = re-replication, actives largely listed as activators. 350,000 tested, 2.9% active. AID 624296; also: potency is read from the fitted curve at half-maximal effect; % of control where 0% means no effect; nearly all actives have a fitted effect of over 50% in size
# HepG2 tox: kills HepG2 cells in TGF-b inhibitor counter-screen; HepG2 CAGA-GFP viability, ATP luminescence, 18 h; Potency, µM (series often up to 46.1 µM), for the others: at the highest dose activity change, negative = cytotoxicity, most hits filed as cytotoxic; 410,000 tested, 0.76% active; AID 588856; also: potency is read from the fitted curve at half-maximal effect; some results filed as inactive show a strong effect at the top dose
#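 HepG2 CAGA-GFP cells (1000/well, DMEM with 1% FBS) received compound, then TGF-beta at 500 pg/mL final, and were incubated 18 hours at 37 degrees C. Viability was read by CellTiter-Glo luminescence. Media-only wells were set as complete cell-killing and DMSO as no toxicity.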
# TGFb inhibitor: inhibitors of TGF-b signaling; HepG2 CAGA-GFP TGF-b/SMAD3 reporter, GFP fluorescence, 18 h; TGF-beta stimulated, 500 pg/mL final; Potency, µM (series often up to 46.1 µM), for the others: at the highest dose activity, negative = inhibition, actives largely listed as inhibitors; 410,000 tested, 1.2% active; AID 588855; also: potency is read from the fitted curve at half-maximal effect; % is scaled to controls: 0 for no effect and ±100 for the full control effect; nearly all actives have a fitted effect of over 65% in size
#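 HEPG2 CAGA-GFP cells (1000/well, DMEM with 1% FBS) were pre-incubated 2 h at 37 degrees C, given compound by pin tool, then stimulated with TGF-beta at 500 pg/mL final for 18 h before per-cell GFP fluorescence imaging.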
# S2 tox: cell viability loss in ATXN counter-screen; AID 651635; 400,000 tested, 0.49% active; S2 cells (HEK-293 line with an ATXN2-luciferase reporter) viability, CellTiter-Fluor protease fluorescence, 24 h; Potency, µM (highest dose often 56.7 µM), most hits filed as cytotoxic; also: potency is read from the fitted curve at half-maximal effect; nearly all actives have a fitted effect of over 40% in size
# Nrf2 block: blocks Nrf2 signaling | A549 ARE-Fluc reporter, luciferase luminescence, 18-24 h | AID 504444 | 360,000 tested, 2.1% active | Potency, µM (highest dose often 46 µM), inactives show at the highest dose activity change, negative = inhibition, actives largely listed as inhibitors; also: potency is read from the fitted curve at half-maximal effect; % is scaled to controls: 0 for no effect and ±100 for the full control effect; nearly all actives have a fitted effect of over 60% in size
#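 A549 ARE_Fluc cells, 5000/well, 5% FBS OPTI-MEM; compounds in dose-response, 18-24 h at 37 °C/5% CO2; CellTiter-Fluor viability read (Ex 405/Em 525), then BugLite luciferase luminescence = Nrf2 activity.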
# IL1B secr inh: inflammasome signaling inhibition, IL-1 beta readout; THP-1 LPS/ATP IL-1B secretion, AlphaLISA, 16 h; hits give low values; AID 743279; activity change, % at 57.5 µM; 360,000 tested, 4.7% active; in the data active = activity change below about -50%; inconclusive = mostly about -30% to -49%; also: % is scaled to controls: 0 for no effect and ±100 for the full control effect
#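 THP-1 cells pretreated 1 hr with compounds (up to 57.5 uM final), then stimulated with LPS (250 ng/mL final) plus ATP (1.25 mM final); secreted IL-1B measured by AlphaLISA after 16 hr, decreased signal indicating inhibition.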
# A549 viability: counter-screen for Nrf2 inhibitors: cytotoxicity in A549 cells | 390,000 tested, 0.16% active | A549 ARE-Fluc cells, CellTiter-Fluor viability, 18-24 h | Potency, µM (highest dose often 46 µM), for inactives: top-dose activity change, negative = cytotoxicity, hits mostly inhibitors; also: potency is read from the fitted curve at half-maximal effect; % is scaled to controls: 0 for no effect and ±100 for the full control effect
#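 A549 ARE-Fluc cells in 5% FBS OPTI-MEM, 5000 cells/well, rested 2 h then exposed to compounds in concentration-response for 18-24 h at 37 °C. Viability by CellTiter-Fluor fluorescence (Ex 405/Em 525) after 30 min; luciferase luminescence (BugLite, 15 min, RT) read afterwards.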
# ATXN2 expr inh: ATXN2 expression inhibition; Potency, µM (series often up to 57 µM), without a hit: top-dose activity change, negative = inhibition, actives largely listed as inhibitors; 360,000 tested, 0.72% active; AID 1745845; HEK-293 ATXN2-luciferase reporter, luminescence, 24 h; also: potency is read from the fitted curve at half-maximal effect; % is scaled to controls: 0 for no effect and ±100 for the full control effect; nearly all actives have a fitted effect of over 55% in size
#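 qHTS (up to 57 uM final) was run with 24 h compound exposure of reporter cells at 37 °C. Each well was multiplexed: SteadyGlo luminescence measured ATXN2-luciferase expression after a fluorogenic Gly-Phe-AFC viability readout (25 uM final).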
# Nrf2 ARE act: activators of Nrf2 (ARE) signaling; AREc32 ARE-luciferase reporter (MCF7-derived line), luminescence, 24 h; Potency, µM (highest dose often 46.1 µM), inactives show at the top dose activation, hits mostly activators; 410,000 tested, 0.31% active; AID 624171; also: potency is read from the fitted curve at half-maximal effect; % of control where 0% means no effect; nearly all actives have a fitted effect of over 65% in size
#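 Reporter line AREc32 (ARE-Fluc), seeded overnight in OPTI-MEM with 5% FBS; compound pin-transferred, 24 hr at 37 deg C, 5% CO2; luminescent read-out.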
# An asterisk follows results filed as active; i = inactive; ? = inconclusive; / = no result given; & = joins results of further samples; [ ] = another dose, or the depositor's remark. Unless noted, calls follow the shape of the dose curve; as a rule, active = well fitted curve in the direction sought with a large enough effect; inconclusive = small, poorly fitted or top-dose-only effect, or another doubt; inactive = no such curve, though single readings can be large; an effect the other way counts as inactive or inconclusive.
SMILES,MCF10A rerep,HepG2 tox,TGFb inhibitor,S2 tox,Nrf2 block,IL1B secr inh,A549 viability,ATXN2 expr inh,Nrf2 ARE act
CCOC(=O)c1c(-c2ccc(C)cc2C)csc1NC(=O)c1ccccc1Cl,/,-1%,3%,i,6%,/,6%,5%,0.0%
O=C(/C=C/c1cc[n+](CC(=O)c2ccc3cccc4c3c2CC4)cc1)c1ccc2cccc3c2c1CC3,6%,-14%,-4%,?,-20%,-8,-13%,-14%,-0.1%
c1ccc(-c2ccc(Oc3cc(N4CCOCC4)nc(-c4ccccc4)n3)cc2)cc1,-4%,-15%,12%,i,6%,0,10%,-8%,-0.3%
CN(C)C(/C=C/Nc1ccc(C#N)cc1)=C(C#N)C#N,?,1%,0%,i,5%,0,9%,4%,3.1%
Cc1ccc(SCc2nc(-c3ccc(C(=O)NCc4ccc(Cl)cc4)cc3)oc2C)cc1,/,11%,-2%,i,27%,/,-16%,1%,0.2%
C[C@H]1CN([C@@H](C)CO)C(=O)CCCn2nncc2CO[C@H]1CN(C)S(=O)(=O)c1ccc2ccccc2c1,/,-24%,-9%,i,/,-11,/,0%,5.9%
CCOc1ccc(-c2cc(CCCC(=O)NCCc3ccc(OC)c(OC)c3)no2)cc1,/,-1%,?,i,?,/,0%,-26%,-2.4%
CCN(c1ccccc1)S(=O)(=O)c1cc(C(=O)NCC(c2ccc(OC)cc2)N(C)C)ccc1C (stereo not given),?,-23%,?,i,10%,-74*,-9%,-22%,7.7%
O=C(c1cc(S(=O)(=O)N2CCOCC2)ccc1Cl)N1CCN(c2ccccn2)CC1,-25%,-4%,3%,i,1%,31,4%,-3%,-0.7%
COc1cc(Cl)ccc1OC1(C)CCN(Cc2ccccc2OC(F)F)C1 (stereo not given),/,-32%,?,i,/,-5,/,-21%,-0.3%
CN(C)/C=C1\SC(=S)N(c2ccc(Br)cc2)C1=O,-2%,-13%,10%,?,10%,8,?,48%[activator],6.3%
CCN(CC)S(=O)(=O)c1ccc(C(=O)N2CC(=O)Nc3ccc(F)cc3C2c2ccccc2)cc1 (stereo not given),/,-2%,14%,?,-1%[9.27 µM],/,0%,-1%,0.5%
COc1ccc(OC)c(CC(=O)Nc2ccc3c(c2)CCC3)c1,?,-3%,-11%,i,-6%,0,14%,5%,0.3%
O=C(Nc1nnc(Cc2ccccc2F)s1)c1ccccc1Cl,0%,-6%,0%,i,11%,-4,9%,16%,17%
CCOC(=O)C1C(=O)CC(C)(O)C(C(=O)OCC)C1c1cccs1 (stereo not given),0%,3%,-7%,i,-1%,-1,-7%,-5%,0.1%

# Another view of part of the listing above:
structure	MCF10A rerep	HepG2 tox	TGFb inhibitor	S2 tox	Nrf2 block	IL1B secr inh	A549 viability	ATXN2 expr inh	Nrf2 ARE act
COc1cc(Cl)ccc1OC1(C)CCN(Cc2ccccc2OC(F)F)C1 (stereo not given)	/	-32%	?	i	/	-5	/	-21%	-0.3%
CN(C)/C=C1\SC(=S)N(c2ccc(Br)cc2)C1=O	-2%	-13%	10%	?	10%	8	?	48%[activator]	6.3%
CCN(CC)S(=O)(=O)c1ccc(C(=O)N2CC(=O)Nc3ccc(F)cc3C2c2ccccc2)cc1 (stereo not given)	/	-2%	14%	?	-1%[9.27 µM]	/	0%	-1%	0.5%
COc1ccc(OC)c(CC(=O)Nc2ccc3c(c2)CCC3)c1	?	-3%	-11%	i	-6%	0	14%	5%	0.3%

# Additional structures
SMILES,MCF10A rerep,HepG2 tox,TGFb inhibitor,S2 tox,Nrf2 block,IL1B secr inh,A549 viability,ATXN2 expr inh,Nrf2 ARE act
Cc1cccc(C)c1NC(=O)C(C)N1CCCCC1 (stereo not given),4%,0%,5%,i,-19%,13,-3%,-5%,0.2%
Cc1sc(NC(=O)c2ccco2)c(C(c2cccnc2)N2CCN(CCO)CC2)c1C (stereo not given),26%,-22%,-18%,i,2%,-12,10%,-19%,2.1%
CC(=O)Nc1ccc(N2C(=O)C3C4C=CC(CC4)C3C2=O)cc1 (stereo not given),0%,-4%,-4%,i,-3%,-9,3%,3%,-0.3%
O=C(NCCCN=C1NS(=O)(=O)c2ccccc21)c1ccccc1Cl,-2%,9%,5%,i,-26%,10,-11%,24%,-1.0%
CC(=O)Nc1ccc(SCC(=O)c2cc(C)n(Cc3cccs3)c2C)cc1,?,-11%,7%,i,?,-1,-2%,-4%,-0.1%
O=C(CCCOc1ccccc1)Nc1ccccc1C(F)(F)F,4%,-2%,-8%,i,-6%,17,8%,?,-0.6%
Cc1cc(C)cc(-n2nnn(C3C/C(=N/NC(N)=S)C4OCC3O4)c2=S)c1 (stereo not given),-3%,-26%,?,i,1%,17,1%,27%,2.4%
Cc1csc(NC(=O)CSc2nnc(NC(=O)COc3ccc(Cl)cc3)s2)n1,-7%,9%,0%,?,-19%,14,6%,9%,0.1%
CCN(CC)CCNC(=O)C1(O)c2cc(Br)ccc2NC(=O)N1c1ccc(Cl)cc1 (stereo not given),0%,-27%,-14%,i,1%,8,-5%,/,-0.8%
COc1ccc2[nH]c(=O)c(C(c3nnnn3C(C)(C)C)N(Cc3ccco3)CC3CCCO3)cc2c1 (stereo not given),25%,-29%,-20%,i,10%,-19,-21%,14%,15%
CN(CC(=O)Nc1ccc(Cl)c(S(=O)(=O)N2CCOCC2)c1)C(=O)c1ccc(C#N)cc1,-4%,-4%,3%,i,-15%,15,-2%,-5%,0.3%
COc1ccccc1N(C)C(=O)Cn1c(=O)oc2cc(S(=O)(=O)N3CCCC3)ccc21,/,-19%,-4%,i,0%,/,-3%,-4%,-0.8%
CCOC(=O)C1=C[C@@H](C(C)(C)C)N(S(=O)(=O)c2ccc(C)cc2)[C@H]1c1ccc(C#N)cc1,/,-31%,-24%,i,/,33,/,-1%,1.1%
CCOC(=O)c1c(C)[nH]c(C(=O)N/N=C\c2ccccc2O)c1C,?,-33%,-33%,?,-8%,29,-2%,?,2.2%
COc1ccc(NC(=O)CC2COc3ccccc3O2)c(OC)c1 (stereo not given),2%,2%,-5%,i,7%,-11,-2%,3%,-0.6%
O=C(Nc1ccnc(=O)[nH]1)c1sc2ccccc2c1Cl,2%,1%,2%,i,9%,0,3%,21%,0.4%
Cn1ccc2c(-c3ccc4c(c3)OCCO4)cc3c(c21)C1CCC3C1 (stereo not given),/,-21%,?,i,/,2,/,1%,-0.2%
COc1ccccc1CCNC(=O)C1(C)CC1(Cl)Cl (stereo not given),12%,-29%,5%,i,3%,-9,-5%,7%,-0.6%
CN(C)c1ccc(C(O)Cc2nc3ccccc3n2C)cc1 (stereo not given),8%,-15%,-24%,i,?,-54*,-5%,33%[activator],0.5%
O=C(NCc1ccco1)c1cccc(-c2nnc(-c3ccccc3)o2)c1,?,-5%,-4%,i,-9%,-28,-15%,13%,4.0%
COC(=O)C(NNc1ccccc1)(NC(=O)c1ccccc1F)C(F)(F)F (stereo not given),12%,4%,-15%,i,?,14,1%,1%,0.6%
NCCCC[C@H](N[C@@H](CCc1ccccc1)C(=O)O)C(=O)N1CCC[C@H]1C(=O)O,5%,-5%&6%,-1%&0%,i,9%&5%,5&8,-2%&1%,-9%&1%&-2%,-0.1%&-1.0%
C[C@H](CO)N1C[C@H](C)[C@@H](CN(C)Cc2ccc3c(c2)OCO3)Oc2c(NS(C)(=O)=O)cccc2C1=O,7%,1%,-3%,i,1%,16,-1%,6%,-0.4%
CCCCNC(=S)NNC(=O)c1csc(C)c1CC,10%,-3%,-2%,i,10%,12,0%,22%,0.6%
COc1cc(CNCCO)ccc1OC1CCCC1,-7%,5%,-12%,i,2%,0,-3%,-2%,-0.7%
S=C(Nc1ccc(Nc2ccccc2)cc1)Nc1ccccn1,24%,-3%,?,i,21µM*,?,?,-35%,3.1%
Cc1ccc(-n2nnnc2CCl)cc1,?,-44%,?,?,?,-101*,?,?,12%
O=C(NCCCN1CCOCC1)c1ccc2c(c1)N(Cc1cccc(Cl)c1)C(=O)CS2,?,-6%,0%,?,?,-8,-11%,-24%,2.3%
Cc1ccc(NC(=O)c2ncn(-c3ccccc3)n2)cc1Cl,/,-35%,-5%,i,?,/,1%,23%,3.9%
CCN(CC(=O)NCc1ccc(F)cc1)Cc1nc2cc(Cl)ccc2c(=O)[nH]1,18%,7%,-3%,i,-3%,-18,0%,-9%,3.0%
O=C(NCCCCc1ccccc1)C1CC(c2ccccc2C(F)(F)F)=NO1 (stereo not given),?,-20%,?,i,-6%,-5,16%,6%,-1.6%
CCOc1ccc(NC(=O)NCc2c(-n3cccc3)sc3c2CCCC3)cc1,/,-5%,1%,i,-20%,/,?,-11%,-0.1%
CC(C)N1CCN(c2ccncc2S(=O)(=O)N2CCN(C)CC2)CC1,/,-14%,-1%,i,/,-23,/,/,0.1%
COc1ccc(S(=O)(=O)CCC(=O)O)cc1,2%,1%,15%,i,/,20,15%,5%,-0.2%
CCCCC(=O)Nc1cnc(NC(=O)c2cccs2)cc1C,-4%,-30%,10%,i,?,-9,2%,/,0.3%
Cc1cc(OCCCSc2nc(-c3ccc(C(C)(C)C)cc3)nc3cc(=O)[nH]n23)ccc1Cl,/,-30%,?,/,?,/,?,/,0.0%
CCOC(=O)[C@]12CCC=C1N(Cc1ccc3c(c1)OCO3)C(=O)[C@H](CC(=O)NCc1ccccc1)C2,/,/,/,i,/,0,/,-8%,-0.6%
CC1CN(S(=O)(=O)c2cccc(C(=O)N(C)C3CCCCC3)c2)CC(C)O1 (stereo not given),/,-3%,-10%,i,/,38,/,/,2.8%
CN(Cc1nc2ccccc2c(=O)[nH]1)C(=O)c1cccc(S(=O)(=O)N2CCCCCC2)c1,9%,-14%,-8%,i,?,-4,-11%,-12%,0.2%

# Compound activity: PubChem, National Center for Advancing Translational Sciences (NCATS)
